Assay outcomes (PubChem)
HTRA1 inh = inhibitors of human serine peptidase HTRA1; Q92743; inhibition, % at 5.96 µM; actives 0.5% (n = 340,000); recombinant HTRA1, FP-rhodamine activity-based probe, fluorescence polarization; in the data active = inhibition above about 36%;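 also: 0% = enzyme with DMSO and 100% = wells lacking enzyme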
TCR CD3 inh = inhibitors of human TCR-CD3 interaction; TAMRA-labeled TCR probe fluorescence, biochemical; inhibition, % at 9.4 µM; actives 0.37% (n = 360,000); AID 651800; in the data active = inhibition above about 19%;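 also: recombinant mutant TCR 2C K166C tagged with TAMRA read by polarization; 0% = receptor in buffer alone and 100% = receptor with positive control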
PG9 binder = PG9 antibody binding by small molecule. inhibition, % at 6.7 µM. actives 0.43% (n = 360,000). TR-FRET gp120-PG9 antibody binding. AID 624416; in the data active = inhibition above about 8.5%
ABHD4 inh = inhibitors of mouse ABHD4; Q8VD66; purified mABHD4, FP-Rh probe fluorescence polarization; inhibition, % at 8.92 µM; actives 0.54% (n = 370,000); AID 720543;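 active = inhibition exceeding the mean over every tested compound plus 3 SD, cut at about 30% in these data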;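 also: 0% = plate median of compound wells and 100% = S159A mutant with DMSO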
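Material: mouse ABHD4 enzyme, wild type; Benchmarks: S159A mutant high control, sample median low control; Buffer or medium: HEPES pH 7.0, NaCl, Pluronic buffer; Signal: fluorescence polarization; Read-out: percent inhibition of probe binding, normalized to plate controls; Timing: pre-incubation 45 min, probe exposure 60 min, at 25 °C; Dosing: 8.92 µM, single dose.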
rCAG binder = binds r(CAG) RNA repeats | actives 1.3% (n = 370,000) | r(CAG) RNA repeat, TO-PRO-1 dye displacement fluorescence | inhibition, % at 3 µM;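 active = inhibition above the plate cutoff, the mean of all test compounds on that plate plus 3 SD, cut at about 35% in these data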;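 also: 0% = DMSO alone and 100% = 100 µM mitoxantrone as full dye displacement; higher means more dye released from RNA so lower well fluorescence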
PRMT1 inh = PRMT1 (human) inhibition, primary screen; Q99873; recombinant PRMT1, activity-based probe fluorescence polarization; inhibition, % at 2.79 µM; actives 1.3% (n = 370,000); AID 652257;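 active = inhibition above about 21% made by adding two undisclosed values, limit read from the data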
UHRF1 MBD2 ctr = blocks human UHRF1 binding to methylated DNA. UHRF1 binding to methylated oligo, TR-FRET. inhibition, % at 4.4 µM. actives 0.75% (n = 370,000); in the data active = inhibition above about 21%;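 also: UHRF1 SRA domain binding a hemimethylated CpG hairpin DNA probe; 0% = median of test compound wells and 100% = reference inhibitor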
MBD2 DNA inh = MBD2-methylated oligo binding inhibition | Q9UBB5 | TR-FRET, MBD2 binding to methylated oligonucleotide | inhibition, % at 4.4 µM | actives 0.31% (n = 370,000); in the data active = inhibition above about 13%
Target sequence (Q9UBB5 whole entry, looked up): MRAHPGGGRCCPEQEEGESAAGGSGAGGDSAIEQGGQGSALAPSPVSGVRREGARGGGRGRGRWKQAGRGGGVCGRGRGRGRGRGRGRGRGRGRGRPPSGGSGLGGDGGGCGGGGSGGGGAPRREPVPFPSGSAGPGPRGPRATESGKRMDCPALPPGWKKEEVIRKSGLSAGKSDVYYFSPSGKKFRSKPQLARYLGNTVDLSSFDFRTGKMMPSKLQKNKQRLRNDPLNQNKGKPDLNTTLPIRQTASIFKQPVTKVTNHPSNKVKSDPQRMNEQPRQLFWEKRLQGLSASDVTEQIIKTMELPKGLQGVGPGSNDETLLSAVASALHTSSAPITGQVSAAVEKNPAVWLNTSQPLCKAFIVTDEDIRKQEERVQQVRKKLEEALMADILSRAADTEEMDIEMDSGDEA
Rev-erbA mod = Rev-erb alpha (human) modulation | AID 1259318 | activity, % at 10 µM | actives 0.79% (n = 370,000) | Rev-erbα–FITC-DNA binding, fluorescence polarization, 90 min | P20393;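 active = activity above about 14%, limit read from the data; passing the limit was not always enough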;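 also: 0% = DMSO wells with 35 nM protein and 100% = DMSO wells with 750 nM protein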
Target sequence (P20393 whole entry, looked up): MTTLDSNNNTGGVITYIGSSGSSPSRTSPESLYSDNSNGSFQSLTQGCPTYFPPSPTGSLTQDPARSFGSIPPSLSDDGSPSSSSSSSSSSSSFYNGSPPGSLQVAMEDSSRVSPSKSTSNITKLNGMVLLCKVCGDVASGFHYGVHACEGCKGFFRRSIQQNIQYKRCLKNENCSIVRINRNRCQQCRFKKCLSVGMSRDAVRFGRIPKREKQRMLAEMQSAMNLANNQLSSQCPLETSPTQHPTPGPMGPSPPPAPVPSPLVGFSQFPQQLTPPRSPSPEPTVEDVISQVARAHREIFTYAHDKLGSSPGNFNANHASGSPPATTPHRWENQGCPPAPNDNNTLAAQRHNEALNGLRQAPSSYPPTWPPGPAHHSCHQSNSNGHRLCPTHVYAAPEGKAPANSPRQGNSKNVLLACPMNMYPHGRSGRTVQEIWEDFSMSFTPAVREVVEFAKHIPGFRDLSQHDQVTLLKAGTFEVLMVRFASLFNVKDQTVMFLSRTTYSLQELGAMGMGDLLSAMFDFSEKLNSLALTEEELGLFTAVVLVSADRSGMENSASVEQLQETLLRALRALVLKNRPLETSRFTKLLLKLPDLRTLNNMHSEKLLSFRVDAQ
LEDGF integ inh = blocks HIV-1 LEDGF/p75-dependent DNA integration | inhibition, % at 3.7 µM | actives 0.64% (n = 370,000) | TR-FRET IN-LEDGF/p75 DNA integration, Eu/Cy5 | AID 743269;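 active = inhibition above the screen-wide mean plus 3 SD, cut at about 13% in these data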;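 also: signal is the Cy5 over europium emission ratio at 671 and 618 nm; 0% = plate median of compound wells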
Active calls of the source: *.

What do the screens show for `COC(C[C@H](O)C[C@@H](O)COCc1ccccc1)OC`?
HTRA1 inh: 8; TCR CD3 inh: 7; PG9 binder: 2.5; ABHD4 inh: 5; rCAG binder: -1; PRMT1 inh: -1; UHRF1 MBD2 ctr: 4; MBD2 DNA inh: 0; Rev-erbA mod: -1; LEDGF integ inh: 2

How did Cc1ccc2c(c1)C(=O)C(=O)N2CC(=O)Nc1ccc(N2CCOCC2)cc1 do in these assays?
HTRA1 inh: 5; TCR CD3 inh: 1; PG9 binder: -2.5; ABHD4 inh: 0; rCAG binder: 3; PRMT1 inh: 2; UHRF1 MBD2 ctr: 4; MBD2 DNA inh: -4; Rev-erbA mod: 3; LEDGF integ inh: -2

How did Cc1cc(C)c(S(=O)(=O)Nc2ccccc2-c2ccccc2)c(C)c1 do in these assays?
HTRA1 inh: -36; TCR CD3 inh: 9; PG9 binder: -1.3; ABHD4 inh: -26; rCAG binder: -2; PRMT1 inh: 2; UHRF1 MBD2 ctr: -3; MBD2 DNA inh: -3; Rev-erbA mod: 14; LEDGF integ inh: 3

How did COC(=O)c1ccc2c(=O)n(-c3ccccc3F)c(=S)[nH]c2c1 do in these assays?
HTRA1 inh: 0; TCR CD3 inh: -1; PG9 binder: -0.9; ABHD4 inh: -3; rCAG binder: 1; PRMT1 inh: -1; UHRF1 MBD2 ctr: 2; MBD2 DNA inh: 0; Rev-erbA mod: 6; LEDGF integ inh: 2

How did c1ccc(-c2nnc(CSc3nnc(-c4cccs4)o3)o2)cc1 do in these assays?
HTRA1 inh: 5; TCR CD3 inh: 3; PG9 binder: -1.2; ABHD4 inh: 6; rCAG binder: -1; PRMT1 inh: 0; UHRF1 MBD2 ctr: 2; MBD2 DNA inh: -4; Rev-erbA mod: -2; LEDGF integ inh: -3

Results for C/C(CC1CC(C)OC1=O)=N\NC(N)=S (stereo unspecified) ?
HTRA1 inh: 0; TCR CD3 inh: -5; PG9 binder: -1.4; ABHD4 inh: 6; rCAG binder: 2; PRMT1 inh: 3; UHRF1 MBD2 ctr: 4; MBD2 DNA inh: 0; Rev-erbA mod: -4; LEDGF integ inh: -5

What do the screens show for `CC(C)c1ccc(S(=O)(=O)N2CCCCC2)cc1`?
HTRA1 inh: 0; TCR CD3 inh: 3; PG9 binder: -0.4; ABHD4 inh: 0; rCAG binder: -5; PRMT1 inh: -1; UHRF1 MBD2 ctr: -1; MBD2 DNA inh: -1; Rev-erbA mod: -1; LEDGF integ inh: 1

Results for Cc1nc(SCC(=O)N2CCNC2=O)c(C#N)c(C)c1C ?
HTRA1 inh: 1; TCR CD3 inh: 1; PG9 binder: 0.0; ABHD4 inh: 4; rCAG binder: 0; PRMT1 inh: 0; UHRF1 MBD2 ctr: 1; MBD2 DNA inh: 3; Rev-erbA mod: -5; LEDGF integ inh: -5

What do the screens show for `Cc1cccc(NC(=O)/C(C#N)=C/c2cn(CC(=O)NCc3ccco3)c3ccccc23)c1C`?
HTRA1 inh: -22; TCR CD3 inh: -1; PG9 binder: -1.3; ABHD4 inh: -47; rCAG binder: 11; PRMT1 inh: -2; UHRF1 MBD2 ctr: -2; MBD2 DNA inh: -5; Rev-erbA mod: 3; LEDGF integ inh: -4

What do the screens show for `CC1CCN(C(=O)c2ccccc2NC(=O)c2cccs2)CC1`?
HTRA1 inh: 4; TCR CD3 inh: 4; PG9 binder: -2.4; ABHD4 inh: 4; rCAG binder: -2; PRMT1 inh: -1; UHRF1 MBD2 ctr: -1; MBD2 DNA inh: 0; Rev-erbA mod: 0; LEDGF integ inh: 0

How did O=C(CN1C(=O)C(=O)c2ccccc21)c1ccc(Cl)cc1 do in these assays?
HTRA1 inh: -4; TCR CD3 inh: -4; PG9 binder: -0.7; ABHD4 inh: 1; rCAG binder: -2; PRMT1 inh: -2; UHRF1 MBD2 ctr: -3; MBD2 DNA inh: -6; Rev-erbA mod: 1; LEDGF integ inh: 2

What do the screens show for `O/N=C1/CCCCC1c1ccccn1` (stereo unspecified)?
HTRA1 inh: 6; TCR CD3 inh: 8; PG9 binder: 0.6; ABHD4 inh: 16; rCAG binder: -2; PRMT1 inh: 0; UHRF1 MBD2 ctr: -4; MBD2 DNA inh: 4; Rev-erbA mod: -4; LEDGF integ inh: -1

What do the screens show for `CN(C)CCCN(C(=O)c1ccc(Br)s1)c1nc2cc3c(cc2s1)OCCO3`?
HTRA1 inh: -15; TCR CD3 inh: -1; PG9 binder: -2.1; ABHD4 inh: 3; rCAG binder: 7; PRMT1 inh: -2; UHRF1 MBD2 ctr: -3; MBD2 DNA inh: 2; Rev-erbA mod: 3; LEDGF integ inh: 4

What do the screens show for `COc1cc(-c2cc(NC=O)c3ncc(-c4ccc(C(C)=O)cc4)n3c2)cc(OC)c1OC`?
TCR CD3 inh: 5; PG9 binder: 0.2; ABHD4 inh: -4; rCAG binder: 11; PRMT1 inh: 2; UHRF1 MBD2 ctr: -4; MBD2 DNA inh: -5; Rev-erbA mod: -3; LEDGF integ inh: -1

How did COc1ccc(CNC(=O)CSc2nc3ccc(OC)cc3[nH]2)cc1 do in these assays?
HTRA1 inh: 2; TCR CD3 inh: 5; PG9 binder: -0.7; ABHD4 inh: 1; rCAG binder: 0; PRMT1 inh: -3; UHRF1 MBD2 ctr: -3; MBD2 DNA inh: -4; Rev-erbA mod: 0; LEDGF integ inh: 5

What do the screens show for `Cc1cc(-c2nc(C)c(C(=O)NNS(=O)(=O)c3ccccc3)s2)no1`?
TCR CD3 inh: -5; PG9 binder: 0.3; ABHD4 inh: 6; rCAG binder: 1; PRMT1 inh: 0; UHRF1 MBD2 ctr: -1; MBD2 DNA inh: -3; Rev-erbA mod: 0; LEDGF integ inh: -3

How did O=C(CN1C(=O)c2ccccc2S1(=O)=O)N1CCc2ccccc21 do in these assays?
HTRA1 inh: 3; TCR CD3 inh: -9; PG9 binder: 0.3; ABHD4 inh: -2; rCAG binder: -1; PRMT1 inh: 2; UHRF1 MBD2 ctr: 0; MBD2 DNA inh: 3; Rev-erbA mod: -1; LEDGF integ inh: -4

What do the screens show for `Cc1ccccc1NC(=O)CSc1n[nH]c(-c2ccccn2)n1`?
HTRA1 inh: -2; TCR CD3 inh: -2; PG9 binder: -2.6; ABHD4 inh: 1; rCAG binder: 4; PRMT1 inh: -1; UHRF1 MBD2 ctr: -1; MBD2 DNA inh: 2; Rev-erbA mod: -2; LEDGF integ inh: -2

How did Cc1nc2ccc3nc(NC(=O)c4ccc5c(c4)OCCO5)sc3c2s1 do in these assays?
HTRA1 inh: 0; TCR CD3 inh: -2; PG9 binder: 35*; ABHD4 inh: -9; rCAG binder: 4; PRMT1 inh: -2; UHRF1 MBD2 ctr: 1; MBD2 DNA inh: 0; Rev-erbA mod: 78*; LEDGF integ inh: 5

Results for CCOC(=O)C1=C(C)N(C[C@@H]2CC[C@@H](Cc3ccc4cc(OC)ccc4c3)O2)C(=O)NC1c1ccc(OC)cc1 (stereo partly specified) ?
HTRA1 inh: -67; TCR CD3 inh: 2; PG9 binder: -1.9; ABHD4 inh: 2; rCAG binder: 9; PRMT1 inh: 1; UHRF1 MBD2 ctr: -1; MBD2 DNA inh: -7; Rev-erbA mod: 0; LEDGF integ inh: 0

Random excerpt: 2 records from the list.
What do the screens show for `O/N=C1/CCCCC1c1ccccn1` (stereo unspecified)?
HTRA1 inh: 6; TCR CD3 inh: 8; PG9 binder: 0.6; ABHD4 inh: 16; rCAG binder: -2; PRMT1 inh: 0; UHRF1 MBD2 ctr: -4; MBD2 DNA inh: 4; Rev-erbA mod: -4; LEDGF integ inh: -1

What do the screens show for `Cc1ccccc1NC(=O)CSc1n[nH]c(-c2ccccn2)n1`?
HTRA1 inh: -2; TCR CD3 inh: -2; PG9 binder: -2.6; ABHD4 inh: 1; rCAG binder: 4; PRMT1 inh: -1; UHRF1 MBD2 ctr: -1; MBD2 DNA inh: 2; Rev-erbA mod: -2; LEDGF integ inh: -2

Other entries.
What do the screens show for `O=S(=O)(NCc1ccc2c(c1)OCO2)c1ccc2oc3ccccc3c2c1`?
HTRA1 inh: -34; TCR CD3 inh: -4; PG9 binder: -0.9; ABHD4 inh: -13; rCAG binder: 11; PRMT1 inh: 3; UHRF1 MBD2 ctr: -1; MBD2 DNA inh: 4; Rev-erbA mod: 0; LEDGF integ inh: -2

How did O=C(Nc1nc(OCC(F)(F)F)cnc1/C=C\c1ccccc1)c1ccccc1 do in these assays?
TCR CD3 inh: 1; PG9 binder: 0.6; ABHD4 inh: 0; rCAG binder: 3; PRMT1 inh: 1; UHRF1 MBD2 ctr: -1; MBD2 DNA inh: 1; Rev-erbA mod: 2; LEDGF integ inh: 0

How did CC(C)N1C(=O)c2ccccc2NC(=O)C1C(=O)NCc1cccs1 (stereo unspecified) do in these assays?
TCR CD3 inh: 7; PG9 binder: -0.2; ABHD4 inh: -8; rCAG binder: 1; PRMT1 inh: -1; UHRF1 MBD2 ctr: 0; MBD2 DNA inh: -1; Rev-erbA mod: 1; LEDGF integ inh: 6

Results for COc1ccc(Cl)cc1NC(=S)NCc1ccco1 ?
HTRA1 inh: -8; TCR CD3 inh: -1; PG9 binder: -0.6; ABHD4 inh: -4; rCAG binder: 0; PRMT1 inh: -1; UHRF1 MBD2 ctr: -2; MBD2 DNA inh: 4; Rev-erbA mod: 1; LEDGF integ inh: 3

What do the screens show for `CCOc1ccc(CCNC(=O)CN2C(=O)NC3(CCCCC3C)C2=O)cc1OCC` (stereo unspecified)?
HTRA1 inh: 6; TCR CD3 inh: -4; PG9 binder: -0.7; ABHD4 inh: -5; rCAG binder: -6; PRMT1 inh: 4; UHRF1 MBD2 ctr: 3; MBD2 DNA inh: 0; Rev-erbA mod: -1; LEDGF integ inh: -5

How did O=C(Nc1ccc(Cl)cc1)Nc1ccccc1C(=O)NCc1ccco1 do in these assays?
HTRA1 inh: -81; TCR CD3 inh: 2; PG9 binder: -0.4; ABHD4 inh: -16; rCAG binder: 5; PRMT1 inh: 0; UHRF1 MBD2 ctr: -3; MBD2 DNA inh: -4; Rev-erbA mod: -4; LEDGF integ inh: -3

What do the screens show for `CCCCC(=O)NCCc1cc2c(C)ccc(C)c2[nH]c1=O`?
HTRA1 inh: 2; TCR CD3 inh: -9; PG9 binder: 0.7; ABHD4 inh: 1; rCAG binder: -1; PRMT1 inh: 0; UHRF1 MBD2 ctr: 4; MBD2 DNA inh: -1; Rev-erbA mod: 3; LEDGF integ inh: -1

How did CCOC(=O)C1=CC[C@H]2c3c(c4ccccc4n3C)C(=O)C1N2Cc1ccccc1 do in these assays?
HTRA1 inh: -20; TCR CD3 inh: 1; PG9 binder: -1.6; ABHD4 inh: -7; rCAG binder: -3; PRMT1 inh: 2; UHRF1 MBD2 ctr: 8; MBD2 DNA inh: 4; Rev-erbA mod: -6; LEDGF integ inh: 4

These rows are one share of the data; count on the stated rates, not on these rows.
